Bcl-XL Bim block: inhibitors of Bim-Bcl-XL interaction, human; Q07817; Bim peptide-Bcl-XL binding, bead flow cytometry, fluorescence; inhibition, % at 10 µM; 190,000 tested, 0.04% active; AID 1007
Bcl-B Bim block: disrupts Bim peptide binding to human Bcl-B. bead-based flow cytometry. inhibition, % at 10 µM. 190,000 tested, 0.073% active. AID 951;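 further: 0% = tracer peptide without compound and 100% = reference inhibitor peptide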
Mcl1-Bid inh: disrupts binding of human Mcl-1 to Bid peptide; TR-FRET Mcl-1/Bid-Dy647 peptide binding, 1536-well; inhibition, % at 21.7 µM; 220,000 tested, 0.97% active;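 active means compounds that cut the binding signal by more than half at the single screening dose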;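 further: His-tagged Mcl-1 with europium anti-His antibody binding Bid BH3 peptide; 0% = Mcl-1 plus peptide wells and 100% = peptide-only wells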
Target sequence (Q07820 whole entry, looked up): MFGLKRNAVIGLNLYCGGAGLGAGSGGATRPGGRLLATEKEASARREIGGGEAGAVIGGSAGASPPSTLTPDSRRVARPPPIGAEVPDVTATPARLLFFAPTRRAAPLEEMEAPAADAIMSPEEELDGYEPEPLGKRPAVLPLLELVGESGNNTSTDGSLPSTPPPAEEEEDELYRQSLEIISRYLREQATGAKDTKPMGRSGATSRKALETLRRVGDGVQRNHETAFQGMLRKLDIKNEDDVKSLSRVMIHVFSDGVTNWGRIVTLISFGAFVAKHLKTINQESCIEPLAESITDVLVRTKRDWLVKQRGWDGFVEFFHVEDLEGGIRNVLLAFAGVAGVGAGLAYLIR
Mcl-1 Bim block: human Bim-Mcl-1 interaction inhibition; Bead-based flow cytometry, Bim peptide-Mcl-1 binding; inhibition, % at 10 µM; 190,000 tested, 0.1% active; Q07820;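 further: 0% = no compound tracer wells and 100% = peptide blocker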
RGS8-Gao reg: modulates binding of RGS8 to human Galphao; P09471; multiplexed bead flow cytometry; actives lie on both sides; response (percent of control binding), % at 10 µM; 220,000 tested, 0.34% active; AID 1423; in the data active means response below about 60% or above about 140%; inactive means in between;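 further: Galphao activated as the GDP aluminium fluoride complex binding bead-coupled RGS8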
Target sequence (P09471 whole entry, looked up): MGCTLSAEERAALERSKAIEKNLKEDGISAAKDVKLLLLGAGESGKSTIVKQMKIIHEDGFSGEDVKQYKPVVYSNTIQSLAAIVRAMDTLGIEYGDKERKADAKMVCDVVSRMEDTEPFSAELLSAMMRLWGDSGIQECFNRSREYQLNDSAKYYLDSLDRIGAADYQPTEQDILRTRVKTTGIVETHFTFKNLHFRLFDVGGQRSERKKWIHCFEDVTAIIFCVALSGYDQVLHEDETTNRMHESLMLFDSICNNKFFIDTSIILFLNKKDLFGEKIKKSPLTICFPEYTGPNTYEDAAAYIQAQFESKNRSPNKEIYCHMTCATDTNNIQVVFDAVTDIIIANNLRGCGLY
Bcl-2 Bim block: disrupts Bim peptide binding to human Bcl-2. P10415. Bead-based flow cytometry, Bim peptide-Bcl-2 binding. inhibition, % at 10 µM. 190,000 tested, 0.06% active. AID 950; in the data active means inhibition above about 40%; inconclusive means no clear call, values can overlap the other calls;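 further: 0% = no compound wells with probe peptide and 100% = reference peptide inhibitor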
Target sequence (P10415 whole entry, looked up): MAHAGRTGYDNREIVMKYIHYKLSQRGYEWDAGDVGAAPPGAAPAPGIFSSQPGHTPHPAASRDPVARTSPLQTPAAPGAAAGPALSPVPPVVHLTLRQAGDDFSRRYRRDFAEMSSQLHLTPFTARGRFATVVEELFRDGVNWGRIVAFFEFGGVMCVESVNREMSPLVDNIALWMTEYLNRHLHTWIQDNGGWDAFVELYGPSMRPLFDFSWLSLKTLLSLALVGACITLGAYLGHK
GSH fluor: compound fluoresces at 488/530 nm on GSH beads; fluorescence (KMESF) at 10 µM; GSH beads flow cytometry, compound fluorescence 488/530 nm; stronger effect = higher value; 190,000 tested, 0.25% active; in the data active means fluorescence above about 89;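 further: glutathione beads carrying GST-tagged Bcl family fusion proteins plus one bare bead set; values are compound well signal with DMSO vehicle wells as background; inactives centre near 16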
Bim-Bcl-W: human Bim-Bcl-W interaction inhibition | AID 952 | 190,000 tested, 0.02% active | bead-based flow cytometry, Bim peptide-Bcl-W binding | inhibition, % at 10 µM | Q92843;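 further: 0% = bound tracer without compound and 100% = peptide blocker; higher means less fluorescent Bim peptide bound to Bcl-W beads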
RGS4-Gao reg: human RGS4-Galphao interaction regulation; Multiplexed bead flow cytometry, RGS4-Galphao binding; actives lie on both sides; P09471; 220,000 tested, 0.33% active; binding response (% of control), % at 10 µM; in the data active means binding response below about 49% or above about 150%; inactive means in between;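 further: fluorescent Galphao activated with aluminum fluoride binding bead-coupled RGS4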
RGS7-Gao: modulates binding of RGS7 to human Galphao; 220,000 tested, 0.35% active; binding response (% of control), % at 10 µM; P09471; Multiplexed bead flow cytometry; actives lie on both sides; in the data active means binding response below about 49% or above about 150%; inconclusive means no clear call, values can overlap the other calls; inactive means in between;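 further: fluorescent Galphao held in activated GDP-AlF4 state binding bead-coupled RGS7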
Bfl-1 Bim block: human Bim-Bfl-1 interaction inhibition; Bead-based flow cytometry, Bim-Bfl-1 binding inhibition; 190,000 tested, 0.12% active; inhibition, % at 10 µM; Q16548;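 further: 0% = wells without compound plus tracer and 100% = blocker peptide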
Starred values were filed as active, the others as inactive; ? = inconclusive. Unless noted, no stated cut-off is given here; in the data, active means inhibition above about 40%.

SMILES | Bcl-XL Bim block | Bcl-B Bim block | Mcl1-Bid inh | Mcl-1 Bim block | RGS8-Gao reg | Bcl-2 Bim block | GSH fluor | Bim-Bcl-W | RGS4-Gao reg | RGS7-Gao | Bfl-1 Bim block
Cn1c(O)c(N=NC(=O)Cn2ccc(C(F)(F)F)n2)c2ccccc21 | -6 | -6 | -5 | -3 | 102 | -6 | 13 | -6 | 102 | 105 | -13
C=CCOC(=O)C1=C(C)NC2(O)c3ccccc3C(=O)C12O (stereo not drawn) | 0 | -2 | -6 | 3 | 100 | 0 | 10 | -1 | 100 | 104 | -1
CC(C)(C)Nc1nc(C(N)=O)nc(N2CCOCC2)n1 | -24 | -12 | 15 | -2 | 101 | -10 | 35 | 0 | 104 | 100 | -13
CS(=O)(=O)N(CCc1ccccc1)CC(=O)NCc1cccnc1 | -7 | -9 | -28 | -1 | 103 | -6 | 26 | -1 | 104 | 105 | -14
N=C1C(c2nc3ccccc3[nH]2)=C(O)CN1NC(=O)c1c[nH]c2ccccc12 | -3 | -2 | -52 | 0 | 99 | -4 | 12 | -1 | 98 | 98 | -2
Cc1ccc(S(=O)(=O)N(C)/N=C/c2ccc(C(=O)O)cc2)cc1 | -3 | -3 | -12 | -2 | 102 | -4 | 11 | -2 | 98 | 97 | -7
Cc1nn(S(=O)(=O)N2CCOCC2)c(C)c1Br | -3 | 0 | 3 | -1 | 104 | -1 | 12 | 0 | 104 | 109 | -8
CCN1CCN(CC(=O)NC2CCCC2)C(=O)C1=O | -3 | -7 | -4 | 2 | 104 | -6 | 21 | 0 | 100 | 101 | -9
COc1ccc(-n2nnnc2-c2ccccc2)cc1 | -1 | -5 | -11 | -1 | 100 | -12 | 24 | -2 | 100 | 100 | -9
CC(=O)Nc1ccc(S(=O)(=O)N2CCN(c3ccc([N+](=O)[O-])c(NCCN4CCOCC4)c3)CC2)cc1 | -9 | -13 | -16 | -5 | 98 | -8 | 17 | -9 | 99 | 102 | -15
Cc1cccn2c(=O)c(C=Nc3ccccc3)c(NCc3ccco3)nc12 | -3 | 2 | -41 | -2 | 99 | 0 | 22 | -1 | 93 | 93 | 0
Cc1cc(C(=O)N/N=C2\CCCc3ccccc32)c(C)o1 | -4 | -3 | -23 | -8 | 107 | 2 | 10 | -5 | 104 | 107 | -1
COc1cc(OC)cc(C(=O)NCC(=O)OCC(=O)N2c3ccccc3NC(=O)C2(C)C)c1 | 0 | 5 | -10 | -1 | 101 | -1 | 17 | -4 | 100 | ? | 2
Cc1ccccc1Cn1c(C(C)O)nc2ccccc21 (stereo not drawn) | -2 | -2 | -30 | 0 | 99 | -2 | 6 | -1 | 106 | 105 | -4
O=C(Nc1ccc(OCC(=O)N2CCN(S(=O)(=O)c3ccccc3)CC2)cc1)c1ccco1 | -2 | 0 | -2 | -6 | 96 | -7 | 32 | -6 | 96 | 97 | -4

Nothing new here: an excerpt of the list.
SMILES | Bcl-XL Bim block | Bcl-B Bim block | Mcl1-Bid inh | Mcl-1 Bim block | RGS8-Gao reg | Bcl-2 Bim block | GSH fluor | Bim-Bcl-W | RGS4-Gao reg | RGS7-Gao | Bfl-1 Bim block
Cn1c(O)c(N=NC(=O)Cn2ccc(C(F)(F)F)n2)c2ccccc21 | -6 | -6 | -5 | -3 | 102 | -6 | 13 | -6 | 102 | 105 | -13
C=CCOC(=O)C1=C(C)NC2(O)c3ccccc3C(=O)C12O (stereo not drawn) | 0 | -2 | -6 | 3 | 100 | 0 | 10 | -1 | 100 | 104 | -1

(cont.)
SMILES | Bcl-XL Bim block | Bcl-B Bim block | Mcl1-Bid inh | Mcl-1 Bim block | RGS8-Gao reg | Bcl-2 Bim block | GSH fluor | Bim-Bcl-W | RGS4-Gao reg | RGS7-Gao | Bfl-1 Bim block
CC1CCc2nc(NC(=O)C3COc4ccccc4O3)sc2C1 (stereo not drawn) | -4 | -8 | -12 | -1 | 102 | -7 | 22 | 0 | 102 | 103 | -12
CCn1c(SCC(=O)c2cccs2)nnc1-c1ccco1 | -5 | -6 | 37 | 0 | 99 | -6 | 22 | 0 | 99 | 98 | -12
Cc1cccc(N2CCN(Cc3cn(C)nc3-c3ccccc3F)CC2)n1 | 0 | -3 | -27 | -3 | 98 | 1 | 14 | 0 | 99 | 100 | -3
Nc1cccc2c1C(=O)N(C(=O)c1ccc(S(=O)(=O)N3CCCCCC3)cc1)C2=O | 0 | -1 | -56 | 0 | 100 | 0 | 8 | 2 | 100 | 99 | 0
COc1ccc(CCN2C(=O)c3[nH]nc(-c4ccccc4O)c3C2c2ccccc2)cc1OC (stereo not drawn) | 1 | 0 | -20 | 1 | 99 | 1 | 21 | 0 | 100 | 96 | 0
CCCc1ccc(-c2ccc(/C=C/C(=O)O)cc2)nc1 | 1 | 10 | -10 | 5 | 111 | 5 | 10 | 4 | 103 | 103 | 11
COc1ccc(-c2cc(C(F)(F)F)nc(S(=O)(=O)CCC(=O)N3CCOCC3)n2)cc1 | 1 | -6 | -39 | -2 | 100 | -5 | 45 | 5 | 104 | 109 | -9
Cc1ccc(S(=O)(=O)N2CCC(C(=O)N[C@@H](C)C(=O)NC3CCCCC3)CC2)cc1 | -2 | -5 | -23 | 0 | 101 | -9 | 8 | 1 | 100 | 99 | -7
CCC(=O)NC(NC(=O)CC)C(Cl)Cl | 3 | 0 | -12 | 0 | 107 | 0 | 19 | 0 | 107 | 104 | 0
O=C(O)C1CCCCC1C(=O)NCc1ccc(Cl)c(Cl)c1 (stereo not drawn) | 4 | -1 | -12 | 13 | 103 | 0 | 10 | 11 | 101 | 99 | -5
CCn1nnnc1-c1ccc(OC)c(S(=O)(=O)Nc2ccc(S(N)(=O)=O)cc2)c1 | 0 | -1 | 0 | 0 | 99 | -2 | 12 | -2 | 100 | 98 | -4
Cc1ccc(C)n1NC(=O)c1cccc(Cl)c1 | 3 | 1 | 5 | -3 | 95 | 0 | 47 | 0 | 87 | 95 | 1
COc1cc(NC(=S)NN2CCN(C)CC2)cc(OC)c1 | -18 | -13 | -18 | -4 | 103 | -7 | 34 | -4 | 104 | 102 | -20
CCNC(=O)CN(c1ccccc1OC)S(=O)(=O)c1cccs1 | -6 | -13 | -25 | -3 | 99 | -17 | 13 | -4 | 102 | 100 | -3
CCC(C)C(=O)Nc1cc([N+](=O)[O-])ccc1Cl (stereo not drawn) | -5 | -8 | -12 | -7 | 93 | -2 | 2 | -5 | 91 | 91 | -2
CN1CCN(C(=O)c2ccc(CN3CCOCC3)cc2)CC1 | -3 | -2 | -14 | 0 | 98 | -2 | 6 | -1 | 99 | 98 | -4
Cc1ccc(-c2noc(C3CCCN(S(=O)(=O)c4ccc(S(=O)(=O)N(C)C)cc4)C3)n2)o1 (stereo not drawn) | -8 | -6 | -10 | 0 | 101 | -14 | 26 | -2 | 98 | 102 | -19
CCOc1ccccc1C(=O)Nc1cc(C(=O)NCC(C)C)ccc1Cl | 0 | -3 | -14 | 0 | 108 | -2 | 29 | 0 | 100 | 103 | -3
CCCCn1c(=O)[nH]c(=O)c2c1nc(-c1ccccc1F)n2Cc1ccccc1OC | -3 | -7 | -11 | -3 | 101 | -2 | 12 | -3 | 101 | 103 | -5
O=S(=O)(c1ccc(Cl)cc1)c1ccccn1 | -4 | -2 | 1 | -2 | 102 | 1 | 23 | -5 | 103 | 103 | -1
COc1ccc(OC)c(NC(=O)C2CC(C)=C(C)CC2C(=O)O)c1 (stereo not drawn) | -1 | 1 | -5 | -4 | 109 | 5 | 17 | -5 | 107 | 109 | 3
CC(C)Cn1c(N)c(C(=O)COC(=O)c2ccc(F)cc2)c(=O)n(C)c1=O | -1 | -3 | -7 | 1 | 108 | -2 | 15 | -1 | 107 | 107 | -4
COC(=O)c1c(C)oc2cc(Br)c(OCC(=O)C(C)(C)C)cc12 | 5 | 1 | -32 | -2 | 99 | 1 | 49 | 6 | 96 | 97 | 4
Cc1ccc(N2CN(Cc3ccco3)CNC2=S)c(C)c1 | -4 | -7 | -44 | -6 | 96 | -3 | 4 | -3 | 87 | 87 | -2
COc1cccc(-n2c(Cn3nc(C(F)(F)F)cc3C)n[nH]c2=S)c1 | -2 | -29 | -28 | -3 | 101 | -7 | 15 | -1 | 105 | 105 | -5
CS(=O)(=O)c1sc2nc(-c3cccs3)cc(-c3ccccc3)c2c1N | 0 | -4 | -73 | 2 | 97 | 0 | 12 | 2 | 95 | 105 | 4
N=C1C(c2nc3ccccc3s2)=C(O)CN1NC(=O)c1ccc([N+](=O)[O-])cc1 | -4 | -3 | -13 | 0 | 101 | 1 | 17 | 0 | 103 | 99 | -3
CC(=O)Nc1ccc(NC(=O)COC(=O)Cc2cccs2)cc1 | -5 | -5 | -2 | -21 | 102 | -6 | 11 | -9 | 101 | 103 | -1
COCCCNC(=O)c1ccc([N+](=O)[O-])cc1 | -4 | -9 | -5 | -5 | 105 | -4 | 16 | -3 | 103 | 107 | -5
O=C1C=C(Nc2cccc(O)c2)CC(c2ccco2)C1 (stereo not drawn) | -4 | -2 | -41 | 0 | 101 | 2 | 28 | 1 | 101 | 101 | 0
CCc1nnc(NS(=O)(=O)c2ccc(NC(=S)Nc3ccc(F)cc3)cc2)s1 | -7 | -10 | -15 | -5 | 108 | -8 | 10 | -5 | 106 | 105 | -13
O=C1N(Cc2ccc(F)cc2Cl)c2ccccc2C12OCCCO2 | -8 | -10 | -18 | -2 | 102 | -6 | 34 | -1 | 101 | 103 | -15
CCC(=O)N1CCc2cc(S(=O)(=O)CCC(=O)Nc3ccc(C)c(F)c3)ccc21 | -2 | -3 | -1 | -4 | 103 | 1 | 67 | -3 | 101 | 107 | 0
CN(/N=C/c1ccc2c(c1)OCO2)c1ccccc1 | -6 | -5 | -16 | -2 | 101 | -8 | 10 | -3 | 98 | 100 | -16
COc1ccc(Cc2nc(-c3cccnc3)no2)cc1OC | -1 | -6 | -9 | -3 | 99 | -3 | 17 | -3 | 99 | 98 | -4
CC1=C(C)C(=O)N(c2ccc(C(=O)O)cc2)C1=O | 2 | 0 | 11 | -4 | 102 | -2 | 12 | -1 | 100 | 98 | -1
CCOC(=O)C(C(=O)Nc1ccccn1)C1CCCCC1 (stereo not drawn) | 1 | -3 | 11 | -2 | 104 | 0 | 24 | 3 | 103 | 101 | 0
CCS(=O)(=O)c1nc2ccccc2n1Cc1ccccn1 | -2 | -2 | 1 | -5 | 100 | -3 | 72 | -5 | 100 | 100 | 0
CN(c1nc(-c2ccccc2)cs1)C1CCS(=O)(=O)C1 (stereo not drawn) | -2 | -12 | -17 | 0 | 101 | -9 | 19 | 3 | 99 | 99 | -13
COc1ccc(C(CC(=O)c2ccccc2)S(=O)(=O)c2ccccc2)cc1 (stereo not drawn) | 29 | 15 | -16 | 27 | 105 | 18 | 13 | 21 | 104 | 105 | 29

Pulled by compound from the list above, four records:
SMILES | Bcl-XL Bim block | Bcl-B Bim block | Mcl1-Bid inh | Mcl-1 Bim block | RGS8-Gao reg | Bcl-2 Bim block | GSH fluor | Bim-Bcl-W | RGS4-Gao reg | RGS7-Gao | Bfl-1 Bim block
COc1ccc(Cc2nc(-c3cccnc3)no2)cc1OC | -1 | -6 | -9 | -3 | 99 | -3 | 17 | -3 | 99 | 98 | -4
N=C1C(c2nc3ccccc3[nH]2)=C(O)CN1NC(=O)c1c[nH]c2ccccc12 | -3 | -2 | -52 | 0 | 99 | -4 | 12 | -1 | 98 | 98 | -2
Nc1cccc2c1C(=O)N(C(=O)c1ccc(S(=O)(=O)N3CCCCCC3)cc1)C2=O | 0 | -1 | -56 | 0 | 100 | 0 | 8 | 2 | 100 | 99 | 0
COc1ccc(-c2cc(C(F)(F)F)nc(S(=O)(=O)CCC(=O)N3CCOCC3)n2)cc1 | 1 | -6 | -39 | -2 | 100 | -5 | 45 | 5 | 104 | 109 | -9

Screening results (PubChem BioAssay)
